# D2 agonist = HTS Assay for Allosteric Agonists of the Human D2 Dopamine Receptor: Primary Screen for Agonists; 0.53% of 340,000 active; D(2) dopamine receptor (Homo sapiens), P14416; activation, % at 2 µM; HEK293 T-REx D2 cells, calcium flux agonist mode;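 active = activation over 3 SD above normal in the single-dose calcium agonist read, cut at about 30% in these data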; also: 0% is about no effect
# Target sequence (P14416 whole entry, looked up): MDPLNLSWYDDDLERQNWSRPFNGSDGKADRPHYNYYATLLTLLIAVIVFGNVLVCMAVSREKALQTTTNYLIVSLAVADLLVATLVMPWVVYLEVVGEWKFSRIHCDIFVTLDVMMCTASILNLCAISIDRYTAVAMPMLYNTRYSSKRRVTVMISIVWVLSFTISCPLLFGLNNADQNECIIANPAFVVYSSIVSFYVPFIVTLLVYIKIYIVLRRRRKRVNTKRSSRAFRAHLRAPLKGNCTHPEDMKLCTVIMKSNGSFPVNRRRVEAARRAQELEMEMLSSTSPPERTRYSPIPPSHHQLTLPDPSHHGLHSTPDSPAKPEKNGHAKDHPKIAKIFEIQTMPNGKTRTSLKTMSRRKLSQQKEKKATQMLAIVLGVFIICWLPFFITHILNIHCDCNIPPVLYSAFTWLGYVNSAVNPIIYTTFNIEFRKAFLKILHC
#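 Agonism is scored from calcium flux in a force-coupled, inducible HEK293 cell line expressing D2, read kinetically for 180 s after compound addition against dopamine controls.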
# TRHR PAM = qHTS for Small Molecule Agonists and Allosteric Enhancers of Human TRH Receptor: Primary Screen for Enhancers. enhancement, % at 2 µM. 0.66% of 360,000 active. Thyrotropin-releasing hormone receptor (Homo sapiens), P34981. AID 493056, 2011. TRHR cells, fluo-8 calcium fluorescence, EC20 TRH enhancement; in the data active = enhancement above about 30%; also: 0% is about no effect
#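 TRHR-expressing cells loaded with fluo-8 calcium dye were read kinetically (ex 480/em 530) during compound addition, then stimulated with an EC20 of TRH (10 nM final). Enhancement of the Gq-mediated intracellular calcium response was scored.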
# USP1-UAF1 inh = Inhibitors of USP1/UAF1: Primary Screen; 0.23% of 390,000 active; Ubiquitin carboxyl-terminal hydrolase 1 (Homo sapiens), O94782; recombinant USP1/UAF1, Ub-Rhodamine cleavage fluorescence; Potency, µM (top dose mostly 57.1 µM), inactives show top-dose activity change, negative = inhibition, actives largely listed as inhibitors; also: potency is read from the fitted curve at half-maximal effect; % is scaled to controls: 0 for no effect and ±100 for the full control effect; nearly all actives have a fitted effect of over 60% in size; inactives centre near -12
#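 1 nM enzyme complex + cpd, 15 min RT; start with Ub-Rho 150nM final; kinetic fluorescence ex 480/em 540, 6 reads q60 s. Buffer 50mM HEPES pH 7.8, 0.5mM EDTA, 0.1 mg/ml BSA, 1mM TCEP, 0.01% Tween-20.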
# PI4K2A inh = qHTS for small molecular inhibitors of PI4K2A; Phosphatidylinositol 4-kinase type 2-alpha (Homo sapiens), Q9BTU6; 0.13% of 420,000 active; purified PI4K2A, ADP-Glo luminescence, 1 h; active compounds read low; activity change, negative = inhibition, % at 76.9 µM; in the data active = activity change below about -50%; inconclusive = mostly about -30% to -49%;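 also: -100% = wells without enzyme as full effect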
#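 In this quantitative HTS, ADP production by PI4K2A was quantified luminescently after 1 h at ambient temperature; 100 microM adenosine served as plate-quality control.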
# TrxR1 inh = qHTS Assay for Inhibitors of Mammalian Selenoprotein Thioredoxin Reductase 1 (TrxR1): qHTS; 1% of 390,000 active; Potency, µM (top dose mostly 114 µM), without a hit: top-dose activity change, negative = inhibition, actives largely listed as inhibitors; AID 588453, 2011; recombinant rTrxR1, NADPH fluorescence consumption, selenite substrate; also: potency is read from the fitted curve at half-maximal effect; % is scaled to controls: 0 for no effect and ±100 for the full control effect; nearly all actives have a fitted effect of over 65% in size
# Target sequence (O89049 whole entry, looked up): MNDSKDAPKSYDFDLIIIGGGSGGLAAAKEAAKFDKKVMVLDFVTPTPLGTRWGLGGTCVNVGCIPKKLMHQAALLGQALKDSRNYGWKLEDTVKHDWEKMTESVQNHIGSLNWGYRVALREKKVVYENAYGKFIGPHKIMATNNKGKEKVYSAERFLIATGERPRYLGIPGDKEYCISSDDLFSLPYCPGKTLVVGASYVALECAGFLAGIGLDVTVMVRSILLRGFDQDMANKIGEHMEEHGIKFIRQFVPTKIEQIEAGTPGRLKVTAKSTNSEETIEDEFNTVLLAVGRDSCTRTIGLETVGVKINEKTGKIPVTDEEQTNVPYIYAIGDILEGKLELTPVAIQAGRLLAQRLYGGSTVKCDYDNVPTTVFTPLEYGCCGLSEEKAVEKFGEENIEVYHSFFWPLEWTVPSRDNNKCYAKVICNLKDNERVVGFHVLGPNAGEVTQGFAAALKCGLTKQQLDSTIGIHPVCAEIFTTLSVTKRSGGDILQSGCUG
#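 Rat TrxR1 (90 nM in the dispensed reagent) was pre-reduced with 400 uM NADPH for 5 min at room temperature, then incubated with compound for 15 min. After 400 uM selenite was added, NADPH fluorescence (Ex 340/Em 450 nm) was followed for 8 min.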
# TrxR1 substrate = qHTS Assay for Substrates of Mammalian Selenoprotein Thioredoxin Reductase 1 (TrxR1): qHTS | Potency, µM (doses to about 114 µM), for inactives: at the top dose activity change, negative = substrate turnover | 0.01% of 390,000 active | AID 588456, 2011 | purified TrxR1 substrate turnover, NADPH consumption readout; also: potency is read from the fitted curve at half-maximal effect; % is scaled to controls: 0 for no effect and ±100 for the full control effect; nearly all actives have a fitted effect of over 50% in size
#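 Rat TrxR1, dispensed at 90 nM, was prereduced with 400 uM NADPH (final) for 5 min at ~22 deg C, then incubated with compound 15 min before 400 uM selenite. A first-read NADPH fluorescence drop versus no-compound background flagged substrates.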
# D2 antag = HTS Assay for Allosteric Antagonists of the Human D2 Dopamine Receptor: Primary Screen for Antagonists; HEK293 TREx D2 cells, calcium flux, dopamine EC80; inhibition, % at 10 µM; 2% of 340,000 active; AID 485344, 2010; in the data active = inhibition above about 30%; also: 0% is about no effect
#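 Calcium mobilization kinetics were recorded at 1 s intervals in tetracycline-induced HEK293 T-REx D2 cells, first for 180 s after compound addition and then 180 s after EC80 dopamine.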
# TRHR ag = qHTS for Small Molecule Agonists and Allosteric Enhancers of Human TRH Receptor: Primary Screen for Agonists. Thyrotropin-releasing hormone receptor (Homo sapiens), P34981. 0.18% of 360,000 active. activation, % at 2 µM. TRHR cells, calcium flux fluo-8, FDSS agonist mode; in the data active = activation above about 30%; also: 0% is about no effect
#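 Fluo-8-loaded TRHR cells; 10 s baseline, compound added, kinetic Ca2+ fluorescence read 1/s, agonist mode.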
# mIDH1 inhibitor = qHTS for Inhibitors of mutant isocitrate dehydrogenase 1 (IDH1): qHTS; Potency, µM (series often up to 76.6 µM), inactives show top-dose activity change, negative = inhibition, actives largely listed as inhibitors; IDH1-R132H enzyme, NADPH consumption, diaphorase/resazurin fluorescence; Isocitrate dehydrogenase [NADP] cytoplasmic (Homo sapiens), O75874; 0.093% of 390,000 active; also: potency is read from the fitted curve at half-maximal effect; % is scaled to controls: 0 for no effect and ±100 for the full control effect; nearly all actives have a fitted effect of over 65% in size
#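 IDH1-R132H (0.5 ug/mL) preincubated 30 min with compound, then NADPH (0.016 mM) and alpha-KG (2 mM) added; 80 min at RT, pH 7.5. Remaining NADPH coupled via diaphorase/resazurin to fluorescence (540/590 nm); concentration-response curves normalized to no-enzyme control.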
# Numbers without * were called inactive; ? = inconclusive; / = not tested or not shown; [ ] = another dose, or the depositor's remark. Unless noted, calls follow the shape of the dose curve; as a rule, active = well fitted inhibition curve with a large enough effect; inconclusive = small, poorly fitted or top-dose-only effect; inactive = no such curve, though single readings can be large or run the other way.
SMILES,D2 agonist,TRHR PAM,USP1-UAF1 inh,PI4K2A inh,TrxR1 inh,TrxR1 substrate,D2 antag,TRHR ag,mIDH1 inhibitor
CC(Cc1cccs1)N(Cc1ccc(Cl)cc1)C(=O)c1ccncc1 (centres undefined),0.2,-6,-23%,-1,8%,0%,-1,-0.5,0%
CC(NC(=O)c1cn(C)c2ccc(S(=O)(=O)N3CCCC3)cc2c1=O)c1ccccc1 (centres undefined),-1.0,-1,-15%,-2,-11%,-11%,-22,0.0,0%
CCCCn1c(N)c(N(CC(C)C)C(=O)c2ccc(S(=O)(=O)N(CC)c3ccccc3)cc2)c(=O)[nH]c1=O,0.9,-1,-9%,-1,0%[57.1 µM],-4%[57.1 µM],3,-0.1,0%
CCN(CC)CCOc1nnc(-c2ccc(C)cc2)c2ccccc12,-0.1,3,-11%,1,6%[57.1 µM],2%[57.1 µM],36*,0.5,0%
Cc1ccc(CN2CCN(C3CCOCC3)CC2CCO)cc1 (centres undefined),-0.4,1,-8%,6,-2%,-2%,-9,-0.4,0%
O=C(O)CC1(CC(=O)N2CCN(CCO)CC2)CCCC1,1.4,-12,1%,0,25%[57.1 µM],6%,-16,-1.7,7%
NCCCCC(NC(=O)C1CCCN1C(=O)C1CSSCC(N)C(=O)NC(Cc2ccc(O)cc2)C(=O)NC(Cc2ccccc2)C(=O)NC(CCC(N)=O)C(=O)NC(CC(N)=O)C(=O)N1)C(=O)NCC(N)=O (centres undefined),1.2,-1,/,/,/,/,-10,-0.1,/
COc1ccc2nc(C3CCCCC3)nc(C3CCCCC3)c2c1,1.5,2,?,1,20%,6%,-2,0.1,5%
Cc1ccc(C(=O)Oc2cccc(-n3cnnn3)c2)cc1,0.8,13,-19%,1,7%,2%,-6,-0.5,0%
Cc1ccc(CNC(=O)c2cc3c(=O)n(C)c4ccccc4c3n2C)cc1,-1.3,7,-10%,3,25%,3%,25,-0.5,-15%
CCOC(=O)c1sc(NC(=O)c2cc3nc(-c4ccccc4)cc(C(F)(F)F)n3n2)c(C(=O)OCC)c1C,0.5,-3,-20%,-1,20%,17%[11.4 µM],/,1.2,-10%
Cn1c(SCC(=O)Nc2ccccc2Cl)nnc1C1CC1,-0.5,4,-14%,-1,34%,14%,19,1.4,5%
CCN1CCN(S(=O)(=O)c2cc(C)c(OC)cc2C)CC1,-0.5,11,-16%,-1,7%[57.1 µM],9%[57.1 µM],-2,-0.1,1%
CCc1cccc(C)c1NC(=O)C1CCN(C(=O)c2ccc([N+](=O)[O-])cc2)CC1,0.5,1,-14%,0,9%,4%,-5,0.4,-4%
CCC(Sc1nc2ncccc2[nH]1)C(=O)Nc1ccccc1F (centres undefined),-1.3,2,-14%,-3,-8%,-8%,/,0.0,0%
CCOc1ccc(-n2c(=S)sc3c(=O)[nH]c(SCC(=O)C(C)(C)C)nc32)cc1,-1.9,-8,-13%,98,-7%,-13%,8,1.0,-5%
CN(CC1CCCN(CCc2cccc(C(F)(F)F)c2)C1)C(=O)c1ccc2nc[nH]c2c1 (centres undefined),0.0,-3,-24%,5,-8%,-4%,12,-0.4,-5%
Cn1cc([N+](=O)[O-])c(C(=O)n2cccn2)n1,-1.6,3,0%,-1,13%[57.1 µM],7%[57.1 µM],0,-0.4,2%
COc1ccc(NC(=O)Cc2c(O)c3ccccc3[nH]c2=O)cc1,-0.7,4,-4%,2,3%,1%,-18,0.4,0%
COc1cccc(-n2c(=O)c3sccc3n(CC(=O)NCC3CCCO3)c2=O)c1 (centres undefined),-0.6,-4,-13%,-6,26%,3%,-8,0.1,-2%
COc1ccccc1CCC(=O)Nc1nc2ccccc2[nH]1,/,-4,-14%,-4,-2%,-2%,/,0.1,6%
Cc1ccc(/C=N/c2sc3c(c2C#N)CCCCC3)o1,/,2,-16%,3,-20%,-8%,/,-0.1,1%
CCOC(=O)N1CCN(C(=O)c2cc(COc3ccc(OC)cc3Cl)on2)CC1,1.1,0,-18%,-3,-26%,-17%,13,-0.6,9%
CN(C)c1cc[n+](CC(=O)Nc2ccc(OC(F)F)cc2)cc1,-1.5,2,-7%,-3,24%,1%,-19,1.2,7%

# Single records, as listed above. Order of screens: D2 agonist, TRHR PAM, USP1-UAF1 inh, PI4K2A inh, TrxR1 inh, TrxR1 substrate, D2 antag, TRHR ag, mIDH1 inhibitor
# Record of CCC(Sc1nc2ncccc2[nH]1)C(=O)Nc1ccccc1F (centres undefined) : -1.3, 2, -14%, -3, -8%, -8%, /, 0.0, 0%
# Record of CCc1cccc(C)c1NC(=O)C1CCN(C(=O)c2ccc([N+](=O)[O-])cc2)CC1 : 0.5, 1, -14%, 0, 9%, 4%, -5, 0.4, -4%
# Record of COc1ccc(NC(=O)Cc2c(O)c3ccccc3[nH]c2=O)cc1 : -0.7, 4, -4%, 2, 3%, 1%, -18, 0.4, 0%
# Record of CCOC(=O)N1CCN(C(=O)c2cc(COc3ccc(OC)cc3Cl)on2)CC1 : 1.1, 0, -18%, -3, -26%, -17%, 13, -0.6, 9%
# Record of Cc1ccc(/C=N/c2sc3c(c2C#N)CCCCC3)o1 : /, 2, -16%, 3, -20%, -8%, /, -0.1, 1%

# (list continues)
SMILES,D2 agonist,TRHR PAM,USP1-UAF1 inh,PI4K2A inh,TrxR1 inh,TrxR1 substrate,D2 antag,TRHR ag,mIDH1 inhibitor
Cc1ccc(-n2nnnc2CSc2nnc(-c3ccc(O)cc3)o2)cc1,0.2,6,-17%,1,4%[57.1 µM],2%,-12,0.2,3%
COc1cc(COc2ccc3c(C)c(Cc4ccccc4)c(=O)oc3c2C)cc(OC)c1OC,0.5,-3,-9%,4,12%,32%,-22,0.9,8%
CCC(C)NC(=O)Cc1ccc(NC(=O)N2CCCCc3ccccc32)cc1 (centres undefined),0.0,-3,-3%,-2,16%[57.1 µM],4%[57.1 µM],/,0.3,8%
CCCN1CCC(NC(=S)Nc2ccc(C(=O)OCC)cc2)CC1,2.0,-2,-16%,0,-15%,2%,5,0.7,-1%
COC(=O)c1cc(Br)c(=O)n(CCN2CCOCC2)c1,1.5,-1,-9%,-19,-13%,-4%,-6,0.0,2%
O=C(NNC(=O)c1cccs1)c1ccc(Cl)cc1,0.4,2,-22%,1,4%,0%,-8,0.4,0%
CCN(C(=O)Cn1cc(S(=O)(=O)Cc2ccccc2Cl)c2ccccc21)c1ccccc1,0.3,-9,-19%,0,14%,-5%,/,0.8,-2%
Cc1ccc(S(=O)(=O)NC(=O)NC(C)Cc2ccccc2)cc1 (centres undefined),-0.1,6,-21%,5,4%[57.1 µM],7%[57.1 µM],1,-0.5,7%
COc1ccc(-c2csc(Cc3nnc(N4CCOCC4)n3-c3ccccc3)n2)cc1OC,/,-2,-2%,4,10%,5%,/,-0.6,-1%
N=c1ccn(Cc2ccc(F)cc2)cc1,0.4,6,0%,1,13%,-2%,1,1.0,3%
COC(=O)c1ccccc1NC(=O)CSc1nnc(C(C)NC(=O)c2ccc(Cl)cc2Cl)n1C (centres undefined),-0.1,-8,-9%,3,0%,-3%,-11,2.8,0%
Cc1ccc(NS(=O)(=O)c2ccccc2[N+](=O)[O-])cc1S(=O)(=O)N1CCCCC1,/,/,-16%,-6,12%[2.29 µM],6%[2.29 µM],/,/,0%
Cc1ccc(S(=O)(=O)N2CCCC2)cc1C(=O)NCCN1CCOCC1,1.7,11,-20%,-3,-12%,-8%,-7,-0.5,7%
COc1ccc(N=Cc2ccc[nH]2)cc1,1.0,6,1%,-4,6%,7%,0,0.0,1%
CN1CCN(c2ccc(NC(=O)COc3ccccc3)cc2Cl)CC1,-1.0,12,-20%,-2,11%,2%,-11,0.4,0%
Cc1noc(C)c1NC(=O)Nc1cccc2c1O[C@H](CN(C)S(=O)(=O)c1ccc(F)cc1)[C@@H](C)CN([C@H](C)CO)C2=O,/,/,-20%,2,-1%,-2%,/,/,-8%
CC(=O)N1CCOc2ccc(S(=O)(=O)N3CCC(C(=O)Nc4cc(C)cc(C)c4)CC3)cc21,-0.8,9,-21%,6,-9%,-8%,52*,1.5,10%
O=C(c1cccs1)n1nc(-c2ccccc2)nc1NCc1ccc(F)cc1,0.7,13,-7%,3,31%,3%,-1,2.4,-5%
O=[N+]([O-])c1cccc(-c2cnc3ccccc3n2)c1,0.2,14,-3%,-7,9%,-6%,2,-0.2,3%
Cc1ccc(C)c(S(=O)(=O)NCC(c2ccco2)S(=O)(=O)c2ccc(F)cc2)c1 (centres undefined),0.5,3,?,1,?,1%[57.1 µM],/,-0.3,-2%
CN(C(=O)CSc1nnc(-c2ccccc2F)o1)C1CCCCC1,0.2,-4,-22%,1,21%,0%,/,-0.1,33%
CN(C(=O)c1ccco1)c1nnc(-c2ccc(F)cc2)s1,1.4,-2,-9%,-9,6%,-1%,2,0.6,12%
CCN1CCN(c2ccc(NC(=O)c3ccccc3F)cc2Cl)CC1,0.2,1,2%,-2,1%[57.1 µM],-3%,22,0.5,2%
CC1=C(C(=O)N2CCOCC2)C(c2c(C)cc(C)cc2C)NC(=S)N1 (centres undefined),1.5,5,-9%,-8,-1%,-3%,13,0.1,6%
COC(=O)c1cc(S(=O)(=O)NCCN2CCN(c3ccccc3F)CC2)c[nH]1,0.7,3,-28%,0,8%,11%,73*,1.3,-1%

# Screens deposited in PubChem by National Center for Advancing Translational Sciences (NCATS).

# Compounds as they come; about 3.9% have a hit in one of these screens.
